Tau fluor cs: Counterscreen qHTS for Inhibitors of Tau Fibril Formation, Fluorescence Polarization | tau K18 P301L (four-repeat tau fragment) Alexa594 fluorescence, heparin fibrillization | Potency, µM (top dose mostly 57.7 µM), for the others: top-dose activity change, negative = decrease | hit rate 0.93% among 280,000 | AID 1463, 2008; note: % is set by controls: 0 for no effect and ±100 for the full control effect; nearly all actives have a fitted effect of over 55% in size
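Human K18 P301L tau (15 uM unlabeled plus 0.24 uM Alexa 594-labeled, final) in 100 mM sodium acetate pH 7 was mixed with compound and 20 uM heparin and incubated 6 hr at 37 C.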
GAA glycogen: qHTS Assay for Inhibitors and Activators of Human alpha-Glucosidase Cleavage of Glycogen. Potency, µM (series often up to 76.4 µM), for inactives: top-dose activity change, negative = inhibition, hits mostly inhibitors. Lysosomal alpha-glucosidase (Homo sapiens), P10253. recombinant GAA, glycogen substrate, Amplex Red glucose oxidase fluorescence. hit rate 0.38% among 300,000;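 note: 0% = full enzyme reaction and -100% = no-enzyme basal signal; the screen sought inhibitors and activators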
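Recombinant human alpha-glucosidase (4 nM final) hydrolysed bovine liver glycogen (30 ug) for 40 min at 37 C in pH 5.0 citrate/phosphate with 0.01% Tween-20. Released glucose detected by glucose oxidase/Amplex Red, Ex 573/Em 610 nm. Compounds up to 77 uM; AC50 from Hill fits.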
GLA spleen mod: qHTS Assay for Inhibitors and Activators of Human alpha-Galactosidase From Spleen Homogenate; Alpha-galactosidase A (Homo sapiens), P06280; human spleen homogenate, 4MU-alpha-Gal fluorescence, 40 min; Potency, µM (top dose mostly 80 µM), for inactives: at the highest dose activity change, negative = inhibition, usual class: inhibitors; hit rate 0.008% among 240,000;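 note: 0% = enzyme with vehicle and -100% = no enzyme basal signal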
Target sequence (P06280 32-429 limits assumed): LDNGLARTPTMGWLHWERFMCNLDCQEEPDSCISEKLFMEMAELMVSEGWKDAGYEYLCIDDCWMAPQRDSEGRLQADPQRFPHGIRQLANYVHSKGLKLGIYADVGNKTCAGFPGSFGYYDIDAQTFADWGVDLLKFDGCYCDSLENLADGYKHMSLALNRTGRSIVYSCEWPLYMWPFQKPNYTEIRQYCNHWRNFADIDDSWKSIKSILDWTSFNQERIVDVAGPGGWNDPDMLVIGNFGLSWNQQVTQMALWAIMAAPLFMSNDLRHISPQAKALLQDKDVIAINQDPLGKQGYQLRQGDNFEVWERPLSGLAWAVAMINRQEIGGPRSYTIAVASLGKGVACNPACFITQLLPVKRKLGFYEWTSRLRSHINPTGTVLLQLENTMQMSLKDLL
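Inhibition or activation of alpha-galactosidase in human spleen homogenate is scored by 4-MU fluorescence after 40 min at 37C, pH 5.0, with 1 mM substrate. AC50s come from concentration-response fitted to the Hill equation.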
GAA inh: qHTS Assay for Inhibitors of Human alpha-Glucosidase as a Potential Chaperone Treatment of Pompe Disease; Lysosomal alpha-glucosidase (Homo sapiens), P10253; purified human GAA, 4-MU-alpha-glucoside fluorescence; Potency, µM (series often up to 76.9 µM), for inactives: at the top dose activity change, negative = inhibition, most hits filed as inhibitors; hit rate 0.005% among 200,000; AID 1466, 2008;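 note: plate controls were uninhibited enzyme wells for no effect and no-enzyme background for full effect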
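AC50 values come from Hill fits of compound titrations (up to 77 uM) against 4 nM human enzyme. Substrate 4-methylumbelliferyl-alpha-D-pyranoside at 400 uM, pH 5.0 citrate buffer, 20 min room temperature; fluorescence Ex 365/Em 440 after alkaline stop.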
GAA spleen mod: qHTS Assay for Inhibitors and Activators of Human alpha-Glucosidase From Spleen Homogenate | human spleen homogenate, 4-MU-alpha-glucoside fluorescence | hit rate 0.006% among 240,000 | Lysosomal alpha-glucosidase (Homo sapiens), P10253 | Potency, µM (doses to about 79.9 µM), for inactives: top-dose activity change, negative = inhibition, hits mostly inhibitors;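 note: 0% = enzyme with vehicle and -100% = no enzyme basal signal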
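AC50 values come from Hill-equation fits of concentration-response data, normalized to no-enzyme and full-activity controls. Enzyme source: 1 ug human spleen homogenate; 1 mM fluorogenic 4-MU glucoside, pH 5.0 citrate buffer, 37 C, 40 min.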
Epigenetic derep: Quantitative High-Throughput Screen for Regulators of Epigenetic Control. murine LDR cells, GFP reporter derepression, 30 h. Potency, µM (top dose mostly 53.9 µM), inactives show top-dose GFP activation, hits mostly activators. hit rate 0.2% among 280,000; note: % of control where 0% means no effect; nearly all actives have a fitted effect of over 60% in size
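GFP-positive cell count by laser-scanning cytometry (objects 20–120 um) after 30 h, 37 C compound exposure of murine LDR cells; reporter is CMV-GFP integrated at a silenced locus, inducible by HDAC or DNMT inhibitors.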
ALDH1A1 inh: qHTS Assay for Inhibitors of Aldehyde Dehydrogenase 1 (ALDH1A1); Purified ALDH1A1, NADH fluorescence, propionaldehyde substrate; hit rate 7.3% among 220,000; Aldehyde dehydrogenase 1A1 (Homo sapiens), P00352; AID 1030, 2008; Potency, µM (highest dose often 75.3 µM), for the others: at the top dose activity, negative = inhibition, usual class: inhibitors; active = well fitted inhibition curve with a large enough effect, not every such curve was filed as active; inconclusive = small, poorly fitted or top-dose-only effect, or another doubt; inactive = no such curve, though single readings can be large or run the other way;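 note: plate controls were no enzyme wells and a reference inhibitor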
NPSR antagonist: qHTS Assay for Antagonists of the Neuropeptide S Receptor: cAMP Signal Transduction. CHO-NPSR cells, cAMP TR-FRET, antagonist mode. Potency, µM (highest dose often 38.3 µM), for the others: top-dose activity change, negative = inhibition, usual class: inhibitors. hit rate 1% among 220,000. AID 1461, 2008; note: % is set by controls: 0 for no effect and ±100 for the full control effect; nearly all actives have a fitted effect of over 50% in size; many of its hits are not listed in these tables
Target sequence (Q6W5P4 whole entry, looked up): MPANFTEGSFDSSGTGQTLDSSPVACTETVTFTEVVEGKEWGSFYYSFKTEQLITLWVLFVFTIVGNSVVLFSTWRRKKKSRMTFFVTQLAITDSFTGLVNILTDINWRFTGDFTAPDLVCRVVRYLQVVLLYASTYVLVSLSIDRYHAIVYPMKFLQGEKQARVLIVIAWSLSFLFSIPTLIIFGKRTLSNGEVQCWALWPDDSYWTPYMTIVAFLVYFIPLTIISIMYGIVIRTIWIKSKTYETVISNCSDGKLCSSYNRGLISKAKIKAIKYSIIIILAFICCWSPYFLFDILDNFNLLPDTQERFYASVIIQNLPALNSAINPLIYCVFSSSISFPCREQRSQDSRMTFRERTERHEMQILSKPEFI
Numbers without * were called inactive; ? = inconclusive; . = no result given; & = joins results of further samples; [ ] = remark or other dose. Unless noted, calls come from the whole dose curve; as a rule, active = well fitted curve in the direction sought with a large enough effect; inconclusive = small, poorly fitted or top-dose-only effect, or another doubt; inactive = no such curve, though single readings can be large; an effect the other way counts as inactive or inconclusive. Potency is the fitted concentration of half-maximal effect. Some of the compounds tested (hit frequency here may not be typical).

SMILES	Tau fluor cs	GAA glycogen	GLA spleen mod	GAA inh	GAA spleen mod	Epigenetic derep	ALDH1A1 inh	NPSR antagonist
CC/C=C\C/C=C\C/C=C\C/C=C\C/C=C\CCCC(=O)NC(C)C(=O)O (stereo unspecified)	-5.9%	.	-2.1%	.	8.9%	0.0%	-15.6%	.
CCN(CC)C(=O)N[C@@H]1C[C@@H]2c3cccc4[nH]cc(c34)C[C@H]2N(C)C1	-16.2%&-11.8%	.	3.8%&2.8%	.	0.4%&-0.3%	9.6%&0.0%	9.7%&1.4%	-6.2%[46.1 µM]
CCCCC/C=C\C/C=C\C/C=C\C/C=C\CCCC(=O)NCc1ccoc1	-12.5%	.	-9.1%	.	-6.8%	-3.1%	17.8µM*	.
COc1cc2c(cc1O)C[C@H]1c3c(cc(O)c(OC)c3-2)CCN1C	.	.	7.8%[29.1 µM]	.	-6.8%[29.1 µM]	0.0%[16.9 µM]	?	.
COc1ccc(CCNC(=O)COC(=O)Cc2ccccc2)cc1	0.4%	9.9%	0.7%	8.9%	0.2%	-0.9%	-4.6%	3.0%[46.1 µM]
N[C@@H](Cc1cc(Br)c(O)c(Br)c1)C(=O)O	-21.7%	-2.4%	5.4%	2.5%[15.4 µM]	-2.4%	-1.0%	?	1.0%
OC1C2CN3CN(C2)CC1(c1ccccc1)C3 (stereo unspecified)	0.1%	-2.6%	0.1%	.	-1.8%	-4.3%	.	4.8%
CC1CN=C(Nc2ccccc2)S1 (stereo unspecified)	6.8%	-7.6%	?	-3.5%	10.7%	-0.9%	-8.7%	24.8%[46.1 µM]
COC(=O)C1=Nc2ccccc2/C1=C\c1c(O)n(-c2cc(OC)ccc2OC)c(=O)[nH]c1=O	-4.7%	-4.2%	-2.6%	1.4%	-4.3%	-1.1%	?	-31.6%
CC(C)CCNC(=O)Cn1c(=O)oc2cc(S(=O)(=O)N3CCc4ccccc43)ccc21	-29.5%	-5.3%	3.7%	-9.3%[15.4 µM]	-3.1%	0.0%	?	-6.7%[46.1 µM]
O=C1NC(=O)N(c2ccccc2)C(=O)/C1=C/c1coc2ccc(O)cc2c1=O	-8.3%	?	-8.9%	.	-20.2%	1.1%	.	-54.6%
Cc1ccc(N)c(C(=O)c2ccccc2)c1	-9.1%	-4.2%	4.0%	-9.1%	-26.5%	0.0%	7.6%	-1.9%[46.1 µM]
Cc1ccccc1C(O)(Cc1ccccc1)C1CN2CCC1CC2 (stereo unspecified)	-8.6%	2.8%	-5.3%	-8.4%	-9.0%	-6.2%	-3.2%	-3.7%[46.1 µM]
CNC(=O)N(C)c1ccc(C(O)(C(=O)OC)C(F)(F)F)cc1 (stereo unspecified)	-3.1%	.	2.4%	.	-0.6%	0.0%	.	15.6%
CCNC(=O)NNC(=O)C1CC(c2cccnc2)=NO1 (stereo unspecified)	11.0%	-3.9%	3.8%	6.4%	-0.6%	-0.2%	8.1%	9.4%
CCOc1ccc(-c2cc(C)[n+](CCN3CCOCC3)c(-c3ccc(OCC)cc3)c2)cc1	8.5%	-3.1%	11.4%	.	7.1%	-0.3%	.	2.3%[7.67 µM]
O=P(Oc1ccccc1)(Oc1ccccc1)N1CCN(c2ccc(F)cc2)CC1	-15.6%	-7.1%	0.2%	.	-2.0%	-1.0%	.	?
COCCCn1c(=O)/c(=C\c2ccccc2OC(F)F)s/c1=C(/C#N)C(=O)NCCOC	5.2%	0.3%	5.6%	.	-4.1%	?	.	-21.4%
O=C(Nc1ccc(F)cc1F)c1cccnc1Oc1cccc(C(F)(F)F)c1	-5.7%	0.3%	5.2%&-4.7%	2.8%	3.0%&-17.0%	-1.9%	-6.5%	?
Cc1cccc(C)c1NC1=NCCCCS1	2.4%	-15.9%	-17.5%	-1.6%	-15.7%	-1.0%	10.5%	-4.6%[46.1 µM]
Nc1c2c(nc3sc4c(c13)CCCC4)CCCC2	-6.6%	12.6%	-4.2%	9.0%	1.6%	-3.4%	1.3%	-14.0%
CCOc1cc(/C=C2\C(=O)NC(=O)N(C)C2=O)cc([N+](=O)[O-])c1O	-7.6%	-4.5%	4.8%	.	8.6%	3.8%	.	7.5%
O=C(c1sc2ccccc2c1Cl)N1CCC2(CC1)OCCO2	7.0%	0.5%	1.0%	-0.1%	-0.7%	1.3%	10µM*	-18.0%[46.1 µM]
COc1c2ccoc2cc2oc(=O)ccc12	-1.7%&-9.2%	.	0.5%&6.3%&6.9%	.	-3.2%&9.3%&3.9%	-0.3%&-1.3%	20µM*	.
c1cncc(C2=NCCC2)c1	-1.2%	.	9.4%	.	2.4%	0.0%	1.5%	.
CCOP(=O)(OCC)c1nc(-c2ccc(C)cc2)oc1NCc1ccccc1	-17.8%	4.7%	2.9%	-8.8%	-5.2%	3.8%	?	-32.7%
CCN(CC)P(=O)(c1n(CC)cc[n+]1CC)N(CC)CC	-0.3%	-7.0%	1.0%	-2.7%	-6.7%	-3.2%	-7.0%	10.1%
COc1ccc(C[C@H]2NC[C@H](O)[C@@H]2OC(C)=O)cc1	-7.3%	.	24.3%	.	6.6%	3.8%	?	.
O=C(NC(=O)N1CCC2(CC1)OCCO2)c1ccc(Cl)cc1	-5.2%	3.9%	2.7%	0.6%	.	1.3%	-8.3%	12.2%
O=P(N1CCCCC1)(N1CCCCC1)C(Cl)(Cl)Cl	-14.6%	3.8%	-3.2%	-2.5%	-5.2%	2.2%	-0.2%	2.3%[46.1 µM]
CCC(=NCc1ccco1)c1c(O)n(C)c(=O)n(C)c1=O	2.4%	2.7%	1.8%	.	-0.7%	1.1%	.	8.3%
Cc1cccc(CN2CCN(Cc3ccc(Cl)cc3)CC2)c1	-5.4%	3.9%	3.0%	-0.3%	1.0%	3.3%	?	-1.9%[46.1 µM]
COc1ccc(/C=C/C(=O)N2CC3C[C@@H](C2)Cn2c3cccc2=O)cc1OC	-14.5%	.	8.2%	.	3.1%	-1.1%	-9.2%	.
CCC(=NCCCN1CCOCC1)c1c(O)n(Cc2ccccc2)c(=O)[nH]c1=O	-12.6%	1.8%	-7.0%	?	-6.1%	0.6%	?	-8.1%[46.1 µM]
C[N+](C)(C)CC(=O)[O-]	-18.0%	.	-9.4%	.	-16.3%	0.8%	-1.6%	.
CCOc1ccccc1-n1c(O)c(C=Nc2c(C)n(C)n(-c3ccccc3)c2=O)c(=O)[nH]c1=O	3.4%	-8.1%	-10.0%	-6.2%	-6.7%	2.1%	3.4%	10.9%[7.67 µM]
O=c1[nH]c(O)c(C=NC2CCN(Cc3ccccc3)CC2)c(=O)[nH]1	-21.0%	-0.1%	-8.3%	1.7%	-6.1%	-1.1%	-15.3%	-7.4%[46.1 µM]
CN1C[C@H](C(=O)N[C@]2(C)O[C@@]3(O)[C@H]4CCCN4C(=O)[C@H](Cc4ccccc4)N3C2=O)C[C@H]2c3cccc4[nH]cc(c34)C[C@@H]21	7.08µM*[quencher]	.	20.0%	.	2.8%	4.1%	1.1%	.
Clc1ccc(CNC2CN3CCC2CC3)cc1 (stereo unspecified)	14.3%	-3.5%	-2.1%	?	-8.9%	-0.3%	10.0%	13.1%
COc1ccc(C)cc1NC(=O)CN1CCN(CC(=O)Nc2ccccc2F)CC1	-2.8%&-7.9%	0.1%	-18.0%	-1.6%	-2.7%	0.0%&0.0%	?	-3.8%[46.1 µM]
Cc1cc(SCc2sc(-c3ccc(C(F)(F)F)c(F)c3)nc2C)ccc1OCC(=O)O	-1.0%	.	1.1%&-9.0%	.	-4.2%&-19.5%	0.2%	?	.
COC(=O)C1C(O)C(C)C(O)C(C)/C=C\C=C(/C)C(=O)Nc2c(C)c(OC(C)=O)c3c(c2O)C(=O)C(C)=C2OCOC(=C23)/C(C)=C/C(C)(O)C(O)C(C)C1O (stereo unspecified)	?	-2.6%	-7.1%	-14.7%	-6.2%	0.5%	3.1%	-8.5%
CC(=NCc1ccc2c(c1)OCO2)c1c(O)n(-c2ccc(C)cc2)c(=O)[nH]c1=O	?	7.9%	4.9%	.	5.6%	2.5%	.	-8.4%
CCCCC(=O)N/N=C/c1c(O)n(CC)c(=S)n(CC)c1=O	-3.5%	9.2%	2.8%	1.2%	-3.6%	-1.1%	-14.7%	-27.4%
C[N+](C)(C)CC(=O)Nc1ccc(Cl)cc1C(=O)c1ccccc1	-2.6%	2.4%	1.6%	7.6%	-5.6%	9.0%	-4.8%	10.3%
CN(C)CCCNCC(=O)Nc1ccc(Cl)cc1C(=O)c1ccccc1	1.3%	2.2%	-19.1%	-3.2%	-5.1%	-3.3%	2.82µM*	-15.0%
CC(=O)Nc1cc(C(=O)N2CCC3(CC2)OCCO3)ccc1Sc1ccc(C)cc1	-3.0%	0.6%	-0.8%	-5.7%	-4.9%	0.0%	?	-9.5%[46.1 µM]
CCCCCCCn1c(=O)c(C(=O)Nc2cnccn2)c(O)c2ccccc21	-2.7%	-3.2%	-0.5%	.	-1.3%	0.0%	.	?
